SKN-1 block – suppressors of acrylamide-induced Pgst-4::GFP reporter in worms, primary screen, SKN-1 inhibitor project, whole organism, uHTS, GFP/RFP fluorescence ratio, strain VP596; C. elegans VP596 Pgst-4::GFP/RFP ratio, 24 h; 0.49% of 360,000 active; inhibition, % at 21.8 µM;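 active means interference check ratio from 0.5 to 1.5 plus GFP to RFP signal ratio inhibition reaching or exceeding a fixed threshold, cut at about 30% in these data, passing the limit was not always enough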; further: some compounds called inactive have numbers as strong as hits
NadD block – inhibitors of S. aureus NadD, primary screen, biochemical, colorimetric, uHTS; Nicotinate-nucleotide adenylyltransferase NadD (Staphylococcus aureus N315); purified NadD enzyme, colorimetric absorbance read-out; inhibition, % at 20 µM; 0.78% of 360,000 active; AID 602399, 2012; in the data active means inhibition above about 26%; further: some compounds past the cut are filed as inactive
LMPTP inh – LMPTP phosphatase inhibitors, primary screen, biochemical, fluorescence intensity, uHTS; AID 651560, 2012; inhibition, % at 20 µM; Low molecular weight phosphotyrosine protein phosphatase (Homo sapiens), P24666; 0.22% of 360,000 active; recombinant LMPTP-A, OMFP fluorogenic substrate;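 active means compounds that cut the enzyme signal by at least half of the control window in the single-dose screen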;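 further: plate controls were DMSO wells with enzyme plus substrate for no effect and substrate without enzyme for full effect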
Target sequence (P24666 whole entry, looked up): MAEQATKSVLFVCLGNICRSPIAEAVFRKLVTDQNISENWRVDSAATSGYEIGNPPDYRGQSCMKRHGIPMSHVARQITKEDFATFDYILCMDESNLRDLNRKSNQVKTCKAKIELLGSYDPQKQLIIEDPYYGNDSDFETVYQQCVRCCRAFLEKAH
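Assay system: LMPTP-A phosphatase enzyme | Input: 0.625 nM enzyme | Also added: Fluorogenic phosphatase substrate OMFP at 400 µM final | Compound dosing: One test concentration per compound, 20 µM, with 3% DMSO overall | Schedule: 50 min enzyme reaction at room temperature, protected from light | Signal: Fluorescence intensity | Benchmarks: no-enzyme and uninhibited controls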
CendR NRP1 mod – modulators of CendR peptide binding to NRP-1, primary screen, biochemical, fluorescence polarization, uHTS; Neuropilin-1 (Homo sapiens), O14786; FAM-RPARPAR peptide binding to NRP-1; inhibition, % at 25 µM; 0.85% of 360,000 active; AID 602438, 2012;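 active means inhibition or corrected inhibition above about 18%, plus a signal ratio from 0.5 to 1.5, limit read from the data, passing the limit was not always enough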; further: strong numbers were not always called active
Scp1 inh – Scp-1 phosphatase inhibitors, primary screen, biochemical, colorimetric, uHTS. Recombinant Scp1, phosphopeptide, malachite green phosphate absorbance. inhibition, % at 20 µM. 0.88% of 340,000 active. AID 493091, 2011;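 active means inhibition above about 50% at 20 µM, limit read from the data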;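 further: plate controls were DMSO wells with enzyme for no effect and wells lacking enzyme for full effect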
Target sequence (Q9GZU7 76-261 limits assumed): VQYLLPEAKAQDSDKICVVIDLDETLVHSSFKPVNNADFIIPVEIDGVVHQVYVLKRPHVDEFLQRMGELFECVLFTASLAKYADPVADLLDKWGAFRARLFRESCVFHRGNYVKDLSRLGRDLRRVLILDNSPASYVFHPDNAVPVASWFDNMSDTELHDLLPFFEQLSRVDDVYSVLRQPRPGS
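assay system = SCP-1 phosphatase catalytic domain, residues 76-261 | buffer or medium = 50 mM Tris acetate pH 5.5, 0.005% Tween-20, 10 mM MgCl2 | incubation = enzyme reaction 45 min at room temperature, colour 5 min, stabilisation 30 min | signal = Phosphate-binding colour reagent, absorbance read at 630 nm | measure = % inhibition at 20 µM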
DNMT1 block – human DNMT1 methyltransferase inhibitors, primary screen, biochemical, molecular beacon, fluorescence, HinP1I cleavage, uHTS; DNA (cytosine-5)-methyltransferase 1 (Homo sapiens), P26358; inhibition (reported as % activation of signal), % at 10 µM; 0.83% of 360,000 active; in the data active means inhibition above about 50%
SUMO1 PPI mod – modulators of SUMO1 protein-protein interactions, primary screen, biochemical, uHTS; Small ubiquitin-related modifier 1 (Homo sapiens), P63165; SUMO1 binding to a labelled peptide, TR-FRET, 1 h; inhibition, % at 20 µM; 0.33% of 360,000 active; AID 602429, 2012; in the data active means inhibition above about 37%
Target sequence (P63165 whole entry, looked up): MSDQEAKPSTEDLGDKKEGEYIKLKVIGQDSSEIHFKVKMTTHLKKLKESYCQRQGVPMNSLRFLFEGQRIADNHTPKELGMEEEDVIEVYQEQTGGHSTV
MT1-MMP act inh – blockers of MT1-MMP proenzyme processing, primary screen, HT1080 RFP-PRO-GFP cells, GFP/RFP fluorescence; Matrix metalloproteinase-14 (Homo sapiens), P50281; GFP/RFP ratio fluorescence, overnight; percent of plate control window, DMSO zero; 0.061% of 360,000 active; GFP/RFP ratio change, % at 20 µM;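 active means GFP/RFP ratio change of at least 30% with cell ATP level not reduced by more than half and red fluorescence within 50% of control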; further: strong numbers were not always called active
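Assay system: HT1080 cells carrying an RFP-PRO-GFP reporter | Dosing: Single dose of 20 µM compound, 1% DMSO final | Incubation: Cells overnight before dosing, compound overnight, 37 °C, 5% CO2 | Evaluation: GFP/RFP fluorescence ratio | Control set: DMSO and RFP-L50D-GFP cell wells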
STEP block – STEP phosphatase inhibitors, primary screen, biochemical, fluorescence intensity, uHTS; Tyrosine-protein phosphatase non-receptor type 5 (Homo sapiens), P54829; recombinant STEP, OMFP fluorogenic substrate; inhibition, % at 20 µM; 0.25% of 360,000 active; AID 588621, 2011;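 active means inhibition at 20 µM, scaled per plate between control wells, above about 37%, limit read from the data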;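 further: 0% = DMSO with enzyme and substrate and 100% = substrate only without enzyme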
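medium = Bis-Tris buffer pH 6.0, 2.5 mM DTT, 0.005% Tween 20 | test system = STEP (striatal-enriched tyrosine phosphatase) enzyme, cell-free | measure = normalized % inhibition | compound dosing = 20 µM, 1% DMSO | also added = 25 µM OMFP | schedule = reaction 20 min, ambient temperature | measured by = fluorescence read at 480 nm ex / 540 nm em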
Rpn11 inh – Rpn11 (PSMD14) deubiquitinase inhibitors, primary screen, biochemical, fluorescence polarization, uHTS. 0.59% of 360,000 active. human 26S proteasome, Ub4-pepOG fluorescence polarization; 20S core pre-blocked with epoxomicin. 26S proteasome non-ATPase regulatory subunit 14 (Homo sapiens), O00487. calls only at 20 µM. AID 588493, 2011;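 active means inhibition at 20 µM, scaled to each plate's controls, above about 33%, limit read from the data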
Target sequence (O00487 whole entry, looked up): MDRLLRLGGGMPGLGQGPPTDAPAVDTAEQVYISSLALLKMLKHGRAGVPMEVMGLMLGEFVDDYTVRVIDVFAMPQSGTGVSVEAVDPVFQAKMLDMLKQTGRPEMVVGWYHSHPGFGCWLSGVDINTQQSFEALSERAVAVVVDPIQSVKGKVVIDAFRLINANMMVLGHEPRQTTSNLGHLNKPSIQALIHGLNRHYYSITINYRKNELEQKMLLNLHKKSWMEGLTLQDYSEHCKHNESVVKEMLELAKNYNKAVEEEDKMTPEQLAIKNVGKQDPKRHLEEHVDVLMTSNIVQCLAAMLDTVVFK
* hit, by the source's call; i = inactive; / = no result given; + = active, no number; & = joins results of further samples; ! = not confirmed by another sample.

[1] CC(O)CNc1ccc([N+](=O)[O-])c2cccnc12 (stereo not given)
[2] COc1ccc(CCN(C)Cc2c(F)cccc2F)cc1OC
[3] Clc1ccc(NC2=NCCCS2)cc1Cl
[4] Cc1cc(S(=O)(=O)NCC(C)C)ccc1OCC(=O)N1CCN(Cc2ccccc2)CC1
[5] O=C(Cc1ccccc1)N1CCN(Cc2cccc(Cl)c2)CC1
[6] CCCCCCCCCCOC(=O)CCN1CC1
[7] COc1ccc(C(=O)N2CCOCC2)cc1S(=O)(=O)N1CCC(C)CC1
[8] Cc1cc2c(C(F)(F)F)cc(=O)oc2c2c1NCCC2
[9] COc1cc(/C=C(/C)[N+](=O)[O-])ccc1OCc1ccccc1Cl
[10] CCn1cc(C=C2C(=O)NC(=O)NC2=O)c2ccccc21

Assay by compound	1	2	3	4	5	6	7	8	9	10
SUMO1 PPI mod	-28	4	-1	-5	1	-6	2	-4	6	-24
CendR NRP1 mod	8	-5	2	3	-16	4	2	-7	-3	-36
DNMT1 block	-5	1	-4	-1	0	3	2	31	13	6
MT1-MMP act inh	4	-1	0	0	-1	3	0	-266	-21	-12
LMPTP inh	-2.4	-1.0	-1.3	1.1	-1.2	-4.6	-1.4	-1.8	0.9	2.3
Rpn11 inh	i	i	i	i	i	i	i	/	i	i
Scp1 inh	-1	-1	-12	13	-10	2	-4	-11	-13	-2
STEP block	2	0	-2	4	3	-2	-2	-4	3	-16
SKN-1 block	19	-6	15	5	27	1	11	-6	0	42
NadD block	-4	0	-18	-1	-8	-3	-5	-5	4	4

[11] C[C@]12CCC3C(CC[C@H]4C[C@@H](O)CC[C@]34C)C1C[C@@H](O)C2=O (stereo not given in full)
[12] C=CCn1c(O)c(C(CC)=NC2CC2)c(=O)[nH]c1=O
[13] C=CCn1c(O)c(C(CC)=Nc2ccc(NC(C)=O)cc2)c(=O)[nH]c1=O
[14] O=C1NC(=O)C(CCc2ccncc2)(Cc2ccc([N+](=O)[O-])cc2)C(=O)N1
[15] Cc1ccc(-n2c(O)c(C=NCc3ccccn3)c(=O)[nH]c2=S)cc1
[16] Cc1ccc(CN2CCC3CCC(C3)C2)c(O)c1 (stereo not given)
[17] CC(=O)C1CCC2C3C(N4CC4)CC4=CC(=O)CCC4(C)C3CCC12C (stereo not given)
[18] O=Cc1cn(Cc2ccccc2[N+](=O)[O-])c2ccccc12
[19] Cc1ccc(NC(=O)[C@@H](NC(=O)N2C[C@H]3C[C@@H](C2)c2cccc(=O)n2C3)C(C)C)cc1
[20] O=S(=O)(c1ccccc1)N1CC1c1ccccc1 (stereo not given)

Assay by compound	11	12	13	14	15	16	17	18	19	20
SUMO1 PPI mod	-1	2	2	-13	7	-2	-2	-14	3	-2
CendR NRP1 mod	-5	-2	-6	-10	1	-2	1	1	1	0
DNMT1 block	-1	10	1	8	0	-2	-5	-2	1	5
MT1-MMP act inh	0	2	-2	-1	-3	-1	-6	-3	4	-2
LMPTP inh	-3.3	-2.0	-2.0	-0.3	-1.4	0.2	-1.1	-0.2	-1.3	0.6
Rpn11 inh	i	i	i	i	i	i	i	i	i	i
Scp1 inh	0	-4	-5	-3	-8	-3	-10	-11	1	0
STEP block	0	-1	0	-1	1	-2	-2	1	0	2
SKN-1 block	1	-2	-4	-6	0	10	4	21	9	-2
NadD block	-2	-2	-7	-1	2	3	3	-1	-6	-1

[21] Cc1cc(S(=O)(=O)NCc2ccccc2)ccc1OCC(=O)N1CCN(C)CC1
[22] C[C@]1(O)CC[C@H]2[C@@H]3CCC4=CC(=O)CC[C@]4(C)[C@@]3(F)[C@@H](O)C[C@@]21C
[23] CC1OC(OC2CC(O)C3(CO)C4C(O)CC5(C)C(C6=CC(=O)OC6)CCC5(O)C4CCC3(O)C2)C(O)C(O)C1O (stereo not given)
[24] OC(CN1CCCCC1)c1c[nH]c2ccccc12 (stereo not given)
[25] COC(=O)C1=C(c2cccc(OC)c2OC)C[C@@H]2CC[C@H]1N2C(=O)NCc1cccc2ccccc12
[26] Cc1cc(C=C2C(=O)N(C)C(=S)N(C)C2=O)c(C)n1-c1ccncc1
[27] CC(C)(C)c1nc(N2CCN(C(=O)c3ccco3)CC2)c2nnn(Cc3ccccc3Cl)c2n1
[28] CCC(=NCCCN(CC)CC)c1c(O)n(-c2ccccc2)c(=O)[nH]c1=O
[29] Cc1c(P(=S)(c2ccccc2)c2ccccc2)[n+]2ccccc2n1C
[30] CC(=O)[C@@]1(O)CCC2C3CC=C4C[C@@H](O)CC[C@]4(C)C3CC[C@@]21C (stereo not given in full)

Assay by compound	21	22	23	24	25	26	27	28	29	30
SUMO1 PPI mod	-1	-2	5	-4	2	13	2	0	-59&-1	-1
CendR NRP1 mod	1	-16	-7	-12	11	-49	-8	9	34*!	0
DNMT1 block	0	5	1	-1	-2	-15	-8	2	-140&0	7
MT1-MMP act inh	-2	0	-44	-6	-1	6	-22	-1	-6&-1	3
LMPTP inh	0.0	-0.2	-1.3	0.7	-0.5	7.8	6.0	-7.1	6.7&-0.9	0.4
Rpn11 inh	i	i	i	i	i	+	i	i	+!	i
Scp1 inh	2	-3	-4	8	-8	-2	-11	3	68*	-10
STEP block	0	-3	-3	-3	2	1	0	0	-2&-1	1
SKN-1 block	10	11	-14	11	-5	13	26	8	-3&-2	-1
NadD block	-5	-1	5	0	-1	15	11	1	19&18	2

Continued, overlapping the part above by 3 compounds.
[28] CCC(=NCCCN(CC)CC)c1c(O)n(-c2ccccc2)c(=O)[nH]c1=O
[29] Cc1c(P(=S)(c2ccccc2)c2ccccc2)[n+]2ccccc2n1C
[30] CC(=O)[C@@]1(O)CCC2C3CC=C4C[C@@H](O)CC[C@]4(C)C3CC[C@@]21C (stereo not given in full)
[31] Nc1ccc(S(=O)(=O)N2CCCCC2c2cccnc2)cc1 (stereo not given)
[32] CCCC1(CC(C)C)C(=O)NC(=S)NC1=O
[33] O=C(NCC1=C(c2ccc3ccccc3c2)C[C@@H]2CC[C@H]1N2Cc1ccco1)c1cccnc1
[34] CN(C)C1=NC(N(C)C)=NP(N(C)C)(N(C)C)=N1
[35] C[C@]12CCC(=O)C=C1C=C[C@@H]1[C@@H]2CC[C@@]2(C)[C@H]1CC[C@@]2(O)CCC(=O)O
[36] COC(=O)C1=C(c2ccc(S(C)(=O)=O)cc2)C[C@@H]2CC[C@H]1N2C(=O)NCCNC(C)=O
[37] COc1ccc(CCN)cc1O
[38] CN(C)P1(N(C)C)=Nc2c(c(N)nn2C)C(c2ccccc2)=N1
[39] CN1/C(=C\C=C2C(=O)NC(=O)NC2=O)C(C)(C)c2ccccc21
[40] CS(=O)(=O)CCN1CC2CCCC(C2)C1
[41] Cc1cc(C=O)c(C)n1CC1CCCO1 (stereo not given)
[42] CCOC(=O)c1cccc(C2=C(CNC(=O)c3ccc([N+](=O)[O-])cc3)[C@H]3CC[C@@H](C2)N3Cc2ccccc2)c1
[43] CCCCC1(CCC)C(=O)NC(=S)NC1=O

Assay by compound	28	29	30	31	32	33	34	35	36	37	38	39	40	41	42	43
SUMO1 PPI mod	0	-59&-1	-1	-3	-1	-2	0	-19	2	-3	-5&10	-26	9	-3	-28	1
CendR NRP1 mod	9	34*!	0	-1	18	-8	1	2	-8	-20	3&-8	60	-3	-2	0	3
DNMT1 block	2	-140&0	7	4	5	-3	-3	-3	0	-5	-2&-4	18	-2	-3	2	-3
MT1-MMP act inh	-1	-6&-1	3	5	-1	-2	4	1	3	6	1&1	-136	-1	2	4	-4
LMPTP inh	-7.1	6.7&-0.9	0.4	-0.9	0.6	-1.9	-1.5	1.1	-0.4	-3.5	-0.8&-1.7	8.6	0.1	0.1	-1.2	0.0
Rpn11 inh	i	+!	i	i	i	i	i	i	i	i	i	/	i	i	i	i
Scp1 inh	3	68*	-10	-12	-3	/	-1	2	-8	-14	-4&-12	-5	-10	-4	/	-1
STEP block	0	-2&-1	1	0	0	0	-2	-2	0	-4	-1&1	-6	0	0	2	0
SKN-1 block	8	-3&-2	-1	-7	3	3	7	3	-8	-15	6&-3	0	-3	27	8	-2
NadD block	1	19&18	2	-3	-2	1	-1	2	1	-4	-2&-5	5	-1	-5	3	2

Compound activity from PubChem.

A portion of the library. The share of hits here may be higher or lower than overall.
